SUMO HTRF inh = inhibitors of human SUMOylation (UBC9) | P63279 | HTRF SUMOylation assay, SAE1/SAE2 + UBC9, in vitro | inhibition, % at 35 µM | 0.36% of 290,000 active; in the data active means inhibition above about 50%, passing the limit was not always enough; further: strong numbers were not always called active
Target sequence (P63279 whole entry, looked up): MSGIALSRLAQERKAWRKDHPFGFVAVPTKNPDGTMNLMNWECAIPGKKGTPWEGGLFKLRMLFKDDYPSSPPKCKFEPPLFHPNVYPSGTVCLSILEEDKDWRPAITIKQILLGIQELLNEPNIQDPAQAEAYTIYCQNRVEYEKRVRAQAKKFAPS
IDE act = activators of human insulin-degrading enzyme in cells | P14735 | HEK cells, FAbeta-B cleavage, fluorescence polarization; 0% vehicle, 100% cell-free pure enzyme wells | activation, % at 5.96 µM | 0.073% of 340,000 active | AID 493087;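 active means activation above the mean of all tested compounds plus 3 SD, set per screening campaign, cut at about 17% in these data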
pCIP destab = lowers stability of the mouse p/CIP coactivator protein; Q05BA5; F442A p/CIP-EGFP cells, EGFP fluorescence, 16 h; decrease of EGFP signal, % at 10 µM; 0.01% of 290,000 active;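 active means EGFP signal decrease of at least 30% at 10 µM or well 3 SD below plate mean, unless failing retest; inactive means the rest, including hits failing retest or dose response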; further: some compounds called inactive have numbers as strong as hits; many of its hits are not listed in these tables
MEKK2 mut-MEK5 = signal of MEK5 binding to mutant human MEKK2 PB1 domain | bead flow cytometry, Alexa488-MEK5 binding to MEKK2 mutant | percent response, % at 10 µM | 0.35% of 290,000 active | AID 1530; in the data active means percent response above about 24%, passing the limit was not always enough; further: inactives centre near 1; some results filed as inactive read as strong as hits; reference of the scale not given here
IDE inh = inhibits human insulin-degrading enzyme in HEK cells; FAbetaB cleavage, fluorescence polarization; inhibition, % at 5.59 µM; 0.41% of 320,000 active; AID 434962;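 active means percent inhibition above the average of all tested compounds plus 3 SD, set per screening campaign, cut at about 16% in these data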;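 further: IDE supplied by intact live HEK cells; FP after avidin binding of uncleaved biotin substrate so inhibition keeps polarization high; 0% = DMSO wells and 100% = 60 µM reference IDE inhibitor Ii1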
M18AAP inhibitor = PfM18AAP enzyme inhibition | recombinant PfM18AAP, H-Glu-NHMec fluorogenic cleavage | inhibition, % at 7.35 µM | 1.2% of 290,000 active | AID 1822;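 active means inhibition above the campaign mean inhibition over all tested compounds plus 3 SD, cut at about 28% in these data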;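 further: 0% = plate median of test compound wells and 100% = 2 mM ZnCl2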
MEKK3 PB1 HTS = modulators (inhibitors or enhancers) of MEK5 binding to human MEKK3 PB1 domain. Q99759. bead-based flow cytometry, Alexa488-MEK5 binding to MEKK3; actives lie on both sides; 0 = blocked by unlabeled MEK5, 100 = vehicle. 1.4% of 290,000 active. binding response (% of control), % at 10 µM;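 active means binding response more than 3 SD above or below the average of its plate-row segment, actives on both sides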;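 further: Alexa488 bead fluorescence after subtracting the streptavidin-only scavenger bead signal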
Target sequence (Q99759 whole entry, looked up, the tested form may be a part): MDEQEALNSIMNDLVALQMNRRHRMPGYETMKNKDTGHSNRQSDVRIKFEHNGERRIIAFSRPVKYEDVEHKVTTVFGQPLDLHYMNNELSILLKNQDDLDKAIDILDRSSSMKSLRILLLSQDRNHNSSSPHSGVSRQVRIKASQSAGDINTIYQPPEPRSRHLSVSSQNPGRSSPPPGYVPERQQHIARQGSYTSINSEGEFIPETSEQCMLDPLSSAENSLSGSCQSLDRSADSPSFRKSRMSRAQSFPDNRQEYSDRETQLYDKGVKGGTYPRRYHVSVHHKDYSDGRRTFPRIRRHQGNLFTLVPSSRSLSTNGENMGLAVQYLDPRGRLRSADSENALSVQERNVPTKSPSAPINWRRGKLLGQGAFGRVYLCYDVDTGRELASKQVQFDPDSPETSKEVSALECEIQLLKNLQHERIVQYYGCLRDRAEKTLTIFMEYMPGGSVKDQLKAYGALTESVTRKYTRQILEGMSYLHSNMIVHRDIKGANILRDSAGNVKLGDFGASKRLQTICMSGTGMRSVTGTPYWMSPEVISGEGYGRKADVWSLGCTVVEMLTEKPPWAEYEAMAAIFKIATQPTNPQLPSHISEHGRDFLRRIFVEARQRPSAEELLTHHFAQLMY
NALP1 yeast inh = inhibitors of NALP1 inflammasome in yeast | inhibition, % at 10 µM | S. cerevisiae NALP1/ASC/caspase-1 growth, X-gal OD620, 72 h | AID 2071 | 0.61% of 280,000 active; in the data active means inhibition mostly above about 24%, no sharp cut-off; inactive means mostly below about 32%; further: some compounds called inactive have numbers as strong as hits
MEKK2 WT-MEK5 = raises or lowers MEK5 binding to wildtype human MEKK2 PB1 domain. Q9Y2U5. bead flow cytometry, Alexa488-MEK5 binding to MEKK2 WT; actives lie on both sides. binding response (% of control), % at 10 µM. 1.1% of 290,000 active. AID 1531; in the data active means binding response below about 67% or above about 130%
* hit, by the source's call; x = no result given. Some of the compounds tested, so the mix of outcomes need not match the whole.

SUMO HTRF inh	IDE act	pCIP destab	MEKK2 mut-MEK5	IDE inh	M18AAP inhibitor	MEKK3 PB1 HTS	NALP1 yeast inh	MEKK2 WT-MEK5	Molecule
25.3	-9.5	-10.6	8.0	x	16.1	103.0	4.8	101.0	Cc1nc(N)sc1-c1csc(Nc2ccc(S(N)(=O)=O)cc2)n1
8.8	0.5	-7.2	19.0	-1.6	-0.9	102.0	x	135.0*	COc1ccccc1S(=O)(=O)Cc1ccc(C(=O)NCCN2CCCCCC2)o1
8.2	0.5	-4.3	-2.0	-2.6	-0.6	99.0	25.4	94.0	CC1(C)COC(c2cccc(C3=NC(C)(C)CO3)n2)=N1
5.0	-1.9	-2.0	6.0	1.7	11.3	105.0	15.0	108.0	COC(=O)c1cc(OC)c(OC)cc1NC(=S)N1CCCC(CO)C1 (stereo not given)
21.7	1.7	-14.5	x	-2.2	-1.1	x	-29.8	x	O=C(OCC(=O)N(C1CCCCC1)C1CCCCC1)c1cnccn1
12.4	-0.5	-7.9	3.0	1.4	-0.6	102.0	9.4	106.0	CSc1cccc(NC(=O)c2ccco2)c1
1.0	5.2	12.4	-5.0	-4.0	3.0	95.0	-0.5	102.0	O=C(CN1CCN(Cc2ccccc2)CC1)NCCc1ccccc1
10.1	8.3	0.0	2.0	5.5	4.4	101.0	29.2	101.0	CCOC(=O)CCCNC(=O)CCNC(=O)c1ccc(OC)cc1
50.0	1.3	6.7	-3.0	3.4	6.8	101.0	3.2	100.0	Cc1ccc(-c2nnn(CC(=O)N(c3cnc4ccccc4c3)C(C(=O)NC3CCCC3)c3ccncc3)n2)o1 (stereo not given)
-8.9	-6.8	6.5	0.0	2.6	0.7	101.0	15.4	100.0	O=S(=O)(c1ccc2nc(SCc3ccc(Cl)cc3)[nH]c2c1)N1CCOCC1
14.9	-1.9	0.3	-2.0	0.5	4.1	91.0	34.8	92.0	C=CCNC(=S)/N=c1/scc(C)n1C
-8.4	2.9	-36.4	-3.0	8.3	-8.8	96.0	1.3	96.0	CC(=O)Nc1cccc(OCCCNS(=O)(=O)c2ccc(C#N)cc2)c1

Part of the list above in order of length of the SMILES, ascending:
SUMO HTRF inh	IDE act	pCIP destab	MEKK2 mut-MEK5	IDE inh	M18AAP inhibitor	MEKK3 PB1 HTS	NALP1 yeast inh	MEKK2 WT-MEK5	Molecule
14.9	-1.9	0.3	-2.0	0.5	4.1	91.0	34.8	92.0	C=CCNC(=S)/N=c1/scc(C)n1C
-8.4	2.9	-36.4	-3.0	8.3	-8.8	96.0	1.3	96.0	CC(=O)Nc1cccc(OCCCNS(=O)(=O)c2ccc(C#N)cc2)c1
8.8	0.5	-7.2	19.0	-1.6	-0.9	102.0	x	135.0*	COc1ccccc1S(=O)(=O)Cc1ccc(C(=O)NCCN2CCCCCC2)o1

(continued)
SUMO HTRF inh	IDE act	pCIP destab	MEKK2 mut-MEK5	IDE inh	M18AAP inhibitor	MEKK3 PB1 HTS	NALP1 yeast inh	MEKK2 WT-MEK5	Molecule
1.4	1.7	-11.2	49.0	-1.6	2.0	112.0	18.7	172.0*	CC1CN(Cc2cn(C)nc2-c2ccc(Oc3ccccc3)cc2)CCN1C (stereo not given)
-9.4	-0.4	3.0	-1.0	3.9	0.5	105.0	20.3	109.0	O=C(NC(=S)NCc1cccnc1)c1ccccc1
-12.2	-1.1	-18.4	-3.0	-2.4	6.6	95.0	11.8	95.0	O=C(COC(=O)c1ccccc1)NCc1cccs1
-2.0	-1.3	-26.3	0.0	4.6	-17.2	111.0	-10.8	109.0	Cc1ccc(S(=O)(=O)ON=C2CCN(S(=O)(=O)c3ccccc3)CC2)cc1
-4.8	0.3	1.3	x	3.9	-11.3	x	-9.9	x	CCN(CC)S(=O)(=O)c1cccc(NC(=O)C(=O)c2c(-c3ccccc3)cc3ccccn23)c1
1.4	2.5	-1.8	1.0	-0.2	5.0	99.0	20.2	100.0	CN1C(=O)C(CC(=O)NC2CCCCC2)SC1=Nc1ccccc1 (stereo not given)
6.2	-0.9	-18.1	2.0	1.1	-0.7	103.0	-6.2	97.0	COc1cccc(NC(=O)N2CCCC2C(=O)NC2CCCCC2)c1 (stereo not given)
0.0	-3.9	-3.9	-7.0	2.0	-0.8	91.0	1.7	96.0	Cc1cccc(C)c1NC(=S)N(CCN1CCCCCC1)Cc1ccco1
4.5	-0.5	7.5	-2.0	3.3	-3.7	97.0	-0.3	97.0	COc1ccc(-n2c(=S)[nH]c3cc(C(=O)NCCCN4CCCC4=O)ccc3c2=O)c(OC)c1
58.5*	2.2	8.4	-3.0	6.6	-1.4	86.0	33.2	88.0	O=C(Nc1ccccc1Cc1ccccc1)c1ccccc1NS(=O)(=O)c1ccc(Cl)s1
17.3	-0.3	5.9	9.0	4.6	5.4	105.0	0.7	105.0	O=C(CSc1nc2c(c(=O)n1-c1ccc(Br)cc1)SCC2)NCc1ccco1
16.2	3.1	-6.1	6.0	0.5	1.2	106.0	12.2	107.0	N/C(=N\OC(=O)c1ccc2c(c1)OCO2)c1ccc(Cl)cc1
17.9	4.3	-13.8	22.0	-2.9	-13.5	106.0	-8.5	120.0	Cc1cc(C)nc(/N=C(\N)Nc2cccc(OCc3ccccc3)c2)n1
5.4	0.4	0.1	1.0	1.3	-1.0	88.0	6.5	87.0	O=c1c2c(n3cnnc3n1C1CCCCC1)-c1ccccc1CC21CCCCC1
-7.8	2.8	-2.9	1.0	-0.2	2.9	99.0	10.1	100.0	COc1cc(NC(=S)Nc2ccccn2)cc(OC)c1
-9.1	2.5	0.9	1.0	-0.7	1.0	92.0	6.7	97.0	COc1ccc(NC(=O)Oc2ccccc2)cc1Cl
10.0	4.9	-53.3	-3.0	-1.7	0.9	97.0	8.4	96.0	O=C(Nc1ccccc1F)c1ccc(C(=O)c2ccccc2)cc1
17.9	4.4	0.8	1.0	0.5	-0.8	100.0	24.1	99.0	CCN(c1ccc(OC)cc1)S(=O)(=O)c1nnc(NC(=O)c2ccco2)s1
1.5	0.5	-10.4	8.0	5.0	-12.1	106.0	9.7	103.0	COc1cc(CNn2nnnc2N)cc(Br)c1OCC(=O)NC(C)(C)C
1.9	1.8	-16.5	3.0	2.9	2.8	103.0	20.4	100.0	O=C(CN1CCN(Cc2ccc(Cl)cc2)CC1)N/N=C/c1ccncc1
13.5	3.1	-4.5	-16.0	-0.3	0.1	78.0	5.7	79.0	CCS(=O)(=O)N1CCN(c2cc3c(cc2[N+](=O)[O-])n(C)c(=O)n3C)CC1
-21.6	-2.7	-14.6	-1.0	-1.4	6.3	93.0	20.5	96.0	Cc1ccc(C(=O)NC(C)c2ccccc2)cc1Br (stereo not given)
15.8	2.1	-4.7	4.0	-0.7	-18.4	107.0	25.6	110.0	CC1(C)c2[nH]c3ccccc3c2C[C@H]2C(=O)N(N)CC(=O)N21
4.9	8.1	10.7	0.0	-3.2	-6.1	111.0	-9.7	110.0	O=C(NCc1cccnc1)NC1CC(=O)N(c2ccc3c(c2)OCCO3)C1 (stereo not given)
-7.5	8.4	3.5	-6.0	2.1	1.0	103.0	-2.5	98.0	CC(C)(C)c1cc(OS(C)(=O)=O)ccc1O
7.1	-0.6	-3.4	-3.0	12.5	4.0	110.0	8.9	102.0	COc1ccc(CCN(Cc2cc3cc(C)ccc3[nH]c2=O)C(C)=O)cc1OC
2.5	7.8	-14.4	5.0	-0.6	-3.9	100.0	4.3	104.0	COc1ccc(CNC(=O)C(=O)NCC2OCCN2C(=O)c2ccc(OC)cc2)cc1 (stereo not given)
-7.0	-4.1	-13.7	4.0	1.2	7.2	102.0	-41.5	103.0	COc1ccc2oc(=O)c(C(=O)NCc3ccc4c(c3)OCO4)cc2c1
13.7	3.4	-12.1	-1.0	-1.5	-10.4	89.0	23.5	90.0	COc1ccc(OC)c(NC(=O)CCN2CCCCC2)c1
-23.2	1.6	-3.5	0.0	-3.6	13.8	102.0	13.5	105.0	CN(C)c1ccc(NC(=O)CSc2nnc(-c3cnccn3)n2C)cc1
2.0	3.5	2.1	2.0	-3.7	-2.4	99.0	49.7	104.0	N=c1ccn(Cc2ccc(Cl)cc2Cl)cc1
-1.5	-6.4	6.6	-14.0	2.9	0.5	90.0	-39.5	84.0	CC(=O)c1ccc(NC(=O)c2ccc3c(=O)n4c(nc3c2)CCCCC4)cc1
10.3	x	-12.3	1.0	1.4	-0.4	104.0	24.3	100.0	COc1ccc(CCNC(=O)CCCN2C(=O)c3ccccc3C2=O)cc1
14.4	5.4	-4.3	1.0	x	-13.6	99.0	12.3	97.0	COc1ccccc1C(=O)Nc1ccc2[nH]ncc2c1
6.8	-0.7	0.2	5.0	-2.0	-1.1	107.0	-11.7	102.0	O=C(c1ccc(Cl)cc1)c1ccccc1C(=O)N1CCOCC1
30.1	-0.2	-5.6	3.0	3.9	-10.6	99.0	-7.0	107.0	O=C(NCc1cccnc1)c1cccn2c(=O)c3sccc3nc12
9.2	-0.5	20.7	-2.0	-8.6	-5.9	101.0	10.9	100.0	COc1ccc(/C=C/C(=O)N(C)c2ccccc2C(=O)O)cc1
5.7	3.7	-4.6	2.0	-3.6	6.7	101.0	x	90.0	COc1ccc(OCC(=O)Nc2cc(C)c(Cl)cc2OC)c([N+](=O)[O-])c1
-0.9	2.6	0.1	-2.0	-1.2	3.5	100.0	13.7	95.0	C[n+]1ccccc1N1CCN(c2ccccc2Cl)CC1
40.0	-0.1	4.2	1.0	-4.7	-8.2	97.0	-1.1	105.0	COc1ccccc1NC(=O)CCN1CCCCCC1
24.9	12.1	-3.2	0.0	0.6	-0.1	117.0	25.3	113.0	CCOc1cc(C(=O)Nc2ccc(NC(C)=O)cc2)ccc1OCC(=O)N1CCCCC1
1.2	4.1	1.4	-1.0	2.2	1.9	95.0	9.9	109.0	O=C1CCC(/C=C/c2ccccc2)=NN1Cc1ccc(F)cc1
-2.4	0.2	-2.4	3.0	8.1	x	107.0	2.5	75.0	CC(C)C[C@@H](CSc1ccc(Br)cc1)N1CCN(C)CCC1=O
2.2	3.7	-4.7	5.0	1.1	4.7	103.0	-2.3	102.0	CC(C)CCOP(=O)(c1ccc(N(C)C)cc1)C(O)c1c(Cl)cccc1Cl (stereo not given)
20.2	9.9	0.9	9.0	-0.2	4.6	101.0	3.3	106.0	CN(C(=O)c1cnccn1)c1nnc(-c2cnccn2)s1
-14.3	1.3	3.9	-2.0	0.8	10.5	99.0	31.0	97.0	CCC(=O)NC(c1ccc([N+](=O)[O-])cc1)c1c(O)ccc2ccccc12 (stereo not given)
-2.4	1.4	-4.2	-3.0	1.0	7.7	105.0	24.6	99.0	COc1cc(/C=C/C(=O)Nc2nnc(C(C)(C)C)s2)cc(OC)c1OC
9.4	0.4	-3.3	-2.0	-0.9	-10.3	103.0	31.8	102.0	O=C(N/N=C/c1cccc(OCC(=O)N2CCCC2)c1)C(=O)Nc1ccccc1F
9.5	2.8	1.8	-3.0	3.6	4.0	89.0	3.8	102.0	CC1(C)CC(=O)c2cn3c(nc2C1)nc1ccccc13
-0.2	1.0	-15.6	-16.0	6.5	-1.1	89.0	-0.8	93.0	CCC1(CC)Cc2ccccc2C(=O)N1
-3.0	1.9	-23.6	3.0	4.9	-0.4	102.0	11.3	100.0	CCCCSc1nc(N)c(C#N)c(-c2cccs2)c1C#N
6.5	1.7	2.2	6.0	-5.9	-0.2	106.0	18.0	105.0	Cc1ccc2cc(CN(C(=O)c3cccnc3)C(C)C)c(=O)[nH]c2c1
-7.9	-2.1	-3.4	3.0	0.4	1.2	105.0	3.4	104.0	Cc1ccc([N+](=O)[O-])cc1N=C(c1cccc(Br)c1)N1CCOCC1

Screening results from PubChem.
